pPAFAH FP inh: pPAFAH enzyme inhibitors, primary screen, biochemical, fluorescence polarization, human. Platelet-activating factor acetylhydrolase (Homo sapiens), Q13093. recombinant pPAFAH, FP-rhodamine probe fluorescence polarization. inhibition, % at 3.39 µM. actives 1.5% (n = 330,000);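 active = inhibition above the mean inhibition across the screen plus 3 SD, cut at about 25% in these data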;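 also: inhibitors block binding of the rhodamine activity-based probe so polarization drops; 0% = enzyme with DMSO and 100% = wells lacking pPAFAH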
Target sequence (Q13093 whole entry, looked up): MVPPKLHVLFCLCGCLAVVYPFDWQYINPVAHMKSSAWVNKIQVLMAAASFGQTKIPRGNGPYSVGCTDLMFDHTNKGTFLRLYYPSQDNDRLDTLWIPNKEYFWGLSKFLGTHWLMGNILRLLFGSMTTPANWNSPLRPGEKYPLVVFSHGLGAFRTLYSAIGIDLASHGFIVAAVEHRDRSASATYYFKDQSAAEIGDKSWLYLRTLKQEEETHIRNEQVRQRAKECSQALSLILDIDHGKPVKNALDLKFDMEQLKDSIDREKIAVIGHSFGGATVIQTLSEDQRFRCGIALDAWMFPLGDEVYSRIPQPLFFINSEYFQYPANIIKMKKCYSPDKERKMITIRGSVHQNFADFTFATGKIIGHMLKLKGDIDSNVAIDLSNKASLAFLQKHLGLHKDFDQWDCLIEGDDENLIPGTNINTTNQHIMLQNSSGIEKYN
PAFAH2 FP inh: PAFAH2 enzyme inhibitors, primary screen, biochemical, fluorescence polarization, human | Platelet-activating factor acetylhydrolase 2, cytoplasmic (Homo sapiens), Q99487 | recombinant PAFAH2, FP-rhodamine activity probe | inhibition, % at 3.39 µM | actives 0.99% (n = 340,000) | AID 492956, 2010;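 active = inhibition above the mean over all tested compounds plus 3 SD, cut at about 30% in these data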;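 also: inhibitors block probe labeling of enzyme so polarization drops; 0% = enzyme with DMSO and 100% = wells lacking PAFAH2 protein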
GSTO1 inh: inhibitors of recombinant GSTO1, primary screen, counter-screen for RBBP9 inhibitor project, biochemical, fluorescence polarization | actives 1.1% (n = 300,000) | inhibition, % at 5.96 µM | AID 1974, 2009 | activity-based probe fluorescence polarization;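 active = inhibition above the campaign mean inhibition plus 3 SD, cut at about 35% in these data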;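 also: 0% = GSTO1-1 with DMSO and 100% = wells lacking GSTO1-1 enzyme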
PAFAH1B3 FP inh: PAFAH1B3 enzyme inhibitors, primary screen, biochemical, fluorescence polarization, human. Platelet-activating factor acetylhydrolase IB subunit alpha1 (Homo sapiens), Q15102. actives 0.28% (n = 340,000). inhibition, % at 3.39 µM. recombinant PAFAH1B3, FP-rhodamine probe;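 active = inhibition above the screen-wide average of all tested compounds plus 3 SD, cut at about 25% in these data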;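 also: 0% = enzyme with DMSO only and 100% = wells lacking PAFAH1B3 protein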
LYPLA1 inh: LYPLA1 inhibitors, primary screen, counter-screen for PME1 inhibitor project, biochemical, fluorescence polarization, FP-Rh probe ABPP | recombinant LYPLA1 | inhibition, % at 5.9 µM | actives 0.16% (n = 320,000) | AID 2174, 2009;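 active = inhibition above the mean of all tested compounds plus 3 SD, set per campaign, cut at about 14% in these data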;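 also: inhibitors block serine hydrolase probe labeling of LYPLA1 so polarization falls; 0% = enzyme with DMSO and 100% = wells lacking LYPLA1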
PAFAH1B2 inh: PAFAH1B2 enzyme inhibitors, primary screen, biochemical, fluorescence polarization, human. recombinant PAFAH1B2, FP-rhodamine activity probe. inhibition, % at 3.39 µM. actives 1.2% (n = 340,000);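 active = inhibition above the mean of all tested compounds plus 3 SD, cut at about 24% in these data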;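 also: 0% = enzyme with DMSO and 100% = wells lacking PAFAH1B2; many of its hits are not listed in these tables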
PME-1 primary: PME-1 inhibitors via competitive probe labeling, primary screen, biochemical, fluorescence polarization, FP-Rh probe, HTS; inhibition, % at 5.9 µM; Protein phosphatase methylesterase 1 (Homo sapiens), Q9Y570; recombinant PME-1; actives 0.53% (n = 320,000);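 active = inhibition above the campaign mean of all compounds plus 3 SD, cut at about 26% in these data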;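 also: competitive labeling of PME-1 active site by serine hydrolase directed probe; 0% = PME-1 with DMSO and 100% = wells lacking PME-1 enzyme; inhibitors block probe labeling so polarization falls and inhibition rises; many of its hits are not listed in these tables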
PAD4 FP inh: human PAD4 inhibitors, primary screen, biochemical, fluorescence polarization, 1536-well format; Protein-arginine deiminase type-4 (Homo sapiens), Q9UM07; recombinant PAD4, RCA probe fluorescence polarization; inhibition, % at 6.36 µM; actives 0.41% (n = 330,000); AID 485272, 2010;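 active = percent inhibition above a cutoff equal to the mean of all tested compounds plus 3 SD, cut at about 15% in these data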;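 also: 0% = PAD4 with RCA probe and DMSO and 100% = probe without PAD4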
Target sequence (Q9UM07 whole entry, looked up): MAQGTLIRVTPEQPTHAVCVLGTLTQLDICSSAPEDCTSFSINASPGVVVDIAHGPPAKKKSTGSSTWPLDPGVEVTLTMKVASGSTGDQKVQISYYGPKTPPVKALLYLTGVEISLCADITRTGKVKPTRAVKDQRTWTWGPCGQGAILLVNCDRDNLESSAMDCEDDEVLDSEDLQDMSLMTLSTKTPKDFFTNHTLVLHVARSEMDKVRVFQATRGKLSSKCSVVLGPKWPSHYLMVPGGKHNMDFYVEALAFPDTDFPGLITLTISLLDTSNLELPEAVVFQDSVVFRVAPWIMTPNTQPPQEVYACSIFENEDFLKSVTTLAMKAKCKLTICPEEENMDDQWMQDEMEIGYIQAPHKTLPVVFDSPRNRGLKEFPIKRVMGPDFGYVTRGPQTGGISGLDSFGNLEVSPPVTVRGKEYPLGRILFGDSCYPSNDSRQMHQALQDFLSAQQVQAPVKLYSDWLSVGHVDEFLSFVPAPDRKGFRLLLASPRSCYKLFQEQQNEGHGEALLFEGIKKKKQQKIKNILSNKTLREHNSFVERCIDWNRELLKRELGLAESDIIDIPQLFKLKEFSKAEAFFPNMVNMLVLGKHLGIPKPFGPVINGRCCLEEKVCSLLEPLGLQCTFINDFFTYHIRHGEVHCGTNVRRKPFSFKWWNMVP
Fam108B inh: mouse Fam108B serine hydrolase inhibitors, primary screen, counter-screen for RBBP9 inhibitor project, biochemical, fluorescence polarization; recombinant Fam108B, FP-Rh probe fluorescence polarization; inhibition, % at 9.51 µM; actives 0.33% (n = 300,000);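 active = inhibition above the screen mean inhibition plus 3 SD, computed separately per campaign, cut at about 18% in these data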;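 also: inhibitors lower polarization as less probe binds the enzyme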
* = called active by the depositor; / = no result given; & = joins results of further samples.

SMILES	pPAFAH FP inh	PAFAH2 FP inh	GSTO1 inh	PAFAH1B3 FP inh	LYPLA1 inh	PAFAH1B2 inh	PME-1 primary	PAD4 FP inh	Fam108B inh
O=C(C1=C[C@H](c2coc3ccccc3c2=O)C[C@H](OCCCCO)O1)N1CCOCC1	6	1	2	14	0	2	-2	-7	3
CCOC(=O)c1c(C)c(C(=O)NCc2cccs2)c(C)n1C	1	-5	-6	-8	-3	-1	-2	-3	-2
COc1cc(NC(=O)C(C)Oc2ccccc2)c(OC)cc1NC(=O)c1ccccc1 (centres undefined)	8	4	5	1	-3	1	2	-4	4
COc1ccc(C(=O)NNC(=O)C(=O)Nc2ccc(C)c(Cl)c2)cc1	4	-3	1	-3	3	3	4	-5	-4
CC(C)n1cc(C(=O)c2cc(Br)ccc2O)cc(C#N)c1=O	3	-1	12	1	0	1	2	-3	-6
CCc1ccccc1NC(=O)Cn1nnc(-c2cccs2)n1	-1	-2	3	1	-2	1	-3	0	6
CC(C)(C)C(=O)/C(=C/c1ccncc1)n1cncn1	3	3	0	12	0	1	0	-3	1
COCCOCCOCCC(=O)NC1CC2CCC1(C)C2(C)C (centres undefined)	0	3	-1	8	-2	3	1	-3	-1
CC(C)CCN1CC(C(=O)NCc2ccc(F)cc2)CC1=O (centres undefined)	3	0	2	8	-2	3	0	2	0
c1ccc2c(c1)NC(CN1CCOCC1)CO2 (centres undefined)	1	1	0	1	0	1	-1	0	-1
O=C(CNc1ccccc1)Nc1ccc(F)cc1	-2	-7	2	3	-3	0	-2	3	0
CC(C(=O)Nc1ccc(F)c(F)c1F)N(C)Cc1cccs1 (centres undefined)	-1	-4	2	3	-1	0	2	1	7
CC(=O)N1CCN(C(=O)COC(=O)/C=C/c2ccccc2[N+](=O)[O-])CC1	-1	0	/	7	/	7	/	-3	/
O=C(O)C1CC=CCC1C(=O)Nc1ccc(N2CCN(Cc3ccccc3)CC2)cc1 (centres undefined)	-1	8	-2	2	6	2	-1	-10	-1
O=C(C1CCN(S(=O)(=O)c2cccc3nsnc23)CC1)N1CCc2ccccc21	4	-3	8	-1	-4	0	3	2	3
COc1cc(C(C(=O)NC2CCCC2)N(C(=O)c2snc(C(N)=O)c2N)C2CCCC2)cc(OC)c1OC (centres undefined)	1	-6	2	-3	-3	2	5	3	-3
Cc1c(C(=O)N2CCCC2)c(S(=O)(=O)N2CCN(c3ccccc3F)CC2)c(C)n1C	6	13	-2	-1	1	-1	-1	-1	3
CC(C)C(NC(=O)c1cccs1)c1nnc(SCC(=O)Nc2nccs2)n1C (centres undefined)	-2	-5	13	7	-2	2	0	0	3
COc1ccc(NC(=O)c2c(C)cc(=O)oc2C)c(OC)c1	1	-2	2	2	0	-2	-3	1	0
COC(=O)c1cc(S(=O)(=O)NCc2ccccc2Cl)c[nH]1	-4	3	11	4	2	5	-3	2	0
COc1ccc(/C=N\Nc2ccc([N+](=O)[O-])cc2[N+](=O)[O-])c(C(=O)O)c1OC	5	-2	15	2	-2	2	1	-6	4
Cc1cc(NC(=O)C2CCN(S(=O)(=O)c3c(C)noc3C)CC2)ccc1Br	7	-5	-9	-4	-3	2	0	-5	6
COc1cccc(OC)c1C(=O)NC(=S)N1CCOCC1	-1	-2	4	1	0	2	5	-7	0
Cc1snc(S(=O)(=O)Cc2ccccc2Cl)c1C#N	1	2	2	-3	1	3	3	3	8
CCCN(CC(=O)Nc1ccccc1OC)C(=O)CSc1nc(C)cc(C)n1	6	-3	5	-6	-1	-1	1	1	1
CC(C)(C)OC(=O)C[C@H]1C/C=C\C[C@@H](CC(=O)N[C@@H](CO)Cc2ccccc2)C(=O)N2CCC[C@@H]2COC1=O	-1	2	/	5	/	6	/	-1	/
CC(C)(C)C1CCC(=NNc2ncc(C(F)(F)F)cc2Cl)CC1 (centres undefined)	-3	-1	21	2	2	0	5	3	8
COc1ccc(C(=O)Cn2c(=N)n(C)c3ccccc32)cc1	3	-5	6	7	-4	-1	-6	-6	2
O=C1C(c2c(O)[nH]c3ccccc23)=Nc2ccccc21	2	2	3	11	4	-2	8	-7	-1
Nc1ncnc(Nc2cccc(C(F)(F)F)c2)n1	5	-3	-2	5	0	2	-1	0	1

A second format for some results above.
CCOC(=O)c1c(C)c(C(=O)NCc2cccs2)c(C)n1C
- pPAFAH FP inh: 1
- PAFAH2 FP inh: -5
- GSTO1 inh: -6
- PAFAH1B3 FP inh: -8
- LYPLA1 inh: -3
- PAFAH1B2 inh: -1
- PME-1 primary: -2
- PAD4 FP inh: -3
- Fam108B inh: -2
COc1cc(NC(=O)C(C)Oc2ccccc2)c(OC)cc1NC(=O)c1ccccc1 (centres undefined)
- pPAFAH FP inh: 8
- PAFAH2 FP inh: 4
- GSTO1 inh: 5
- PAFAH1B3 FP inh: 1
- LYPLA1 inh: -3
- PAFAH1B2 inh: 1
- PME-1 primary: 2
- PAD4 FP inh: -4
- Fam108B inh: 4

(more compounds)
SMILES	pPAFAH FP inh	PAFAH2 FP inh	GSTO1 inh	PAFAH1B3 FP inh	LYPLA1 inh	PAFAH1B2 inh	PME-1 primary	PAD4 FP inh	Fam108B inh
COc1ccc2c(CC(=O)OCC(=O)Nc3cccc(S(N)(=O)=O)c3)coc2c1	11	8	8	4	-2	5	-2	0	-2
CCOC(=O)N1CCN(c2ccc([N+](=O)[O-])cc2F)CC1C (centres undefined)	-1	0	2	10	-4	1	2	-1	2
CC(SC1=NCCN1S(=O)(=O)c1ccc(F)cc1)c1ccccc1 (centres undefined)	5	10	7	7	-1	5	-2	3	0
c1ccc(Cn2c(CSc3nnnn3-c3ccccc3)nc3ccccc32)cc1	-4	1	0	0	-1	-1	0	2	1
CC(=O)Nc1ccc(S(=O)(=O)NCC2CCC(C(=O)NC(C)c3ccccc3)CC2)cc1 (centres undefined)	5	0	-7	4	2	2	5	1	0
COCCn1nnnc1C(c1ccc(OC)cc1)N1CCN(c2ccccc2F)CC1 (centres undefined)	-1	-1	-5	8	2	2	2	0	-3
O=C(Nc1cc2c3c(c1)CC(=O)N3CCC2)c1ccco1	11	-7	13	-1	2	-3	1	0	8
CCCc1nnc(NC(=O)CCC(=O)N2CCN(Cc3ccc(Cl)cc3)CC2)s1	6	-1	7	5	-9	0	2	-4	1
CCOC(=O)c1ccc[n+](CC(=O)Nc2cc(C(F)(F)F)ccc2Cl)c1	-4	5	1	3	-6	-2	-1	-6	-2
COc1ccc(OC)c(Nc2cc(C)nc3ccc(C)cc23)c1	0	0	-4	1	-1	3	3	-4	-3
CCOC(=O)CC(=O)CSc1nc(C)cc(-c2cccnc2)c1C#N	3	-5	13	9	5	-1	-1	-5	-3
CC(=O)Nc1ccc(S(=O)(=O)NNC(=O)C(=O)NNc2ccccn2)cc1	4	1	-8	3	3	8	1	-2	-2
Cc1nn(C)cc1C(C(=O)NC1CCCCC1)N(C(=O)Cc1cccs1)c1ccc(Cl)cc1 (centres undefined)	5	-3	6	3	2	7	0	3	0
O=C(Nc1cccc([N+](=O)[O-])c1)c1cc2ccccc2cc1O	34*	-4	-6	1	-8	3	-2	-1	5
Cc1noc(C(=O)N2CCN(Cc3ccc4c(c3)OCO4)CC2)c1Cl	-9	3	2	2	0	7	6	0	-5

Sorted by SMILES length (highest first): some entries from above
SMILES	pPAFAH FP inh	PAFAH2 FP inh	GSTO1 inh	PAFAH1B3 FP inh	LYPLA1 inh	PAFAH1B2 inh	PME-1 primary	PAD4 FP inh	Fam108B inh
Cc1nn(C)cc1C(C(=O)NC1CCCCC1)N(C(=O)Cc1cccs1)c1ccc(Cl)cc1 (centres undefined)	5	-3	6	3	2	7	0	3	0
COc1ccc2c(CC(=O)OCC(=O)Nc3cccc(S(N)(=O)=O)c3)coc2c1	11	8	8	4	-2	5	-2	0	-2
CCOC(=O)c1ccc[n+](CC(=O)Nc2cc(C(F)(F)F)ccc2Cl)c1	-4	5	1	3	-6	-2	-1	-6	-2
COCCn1nnnc1C(c1ccc(OC)cc1)N1CCN(c2ccccc2F)CC1 (centres undefined)	-1	-1	-5	8	2	2	2	0	-3
c1ccc(Cn2c(CSc3nnnn3-c3ccccc3)nc3ccccc32)cc1	-4	1	0	0	-1	-1	0	2	1
O=C(Nc1cccc([N+](=O)[O-])c1)c1cc2ccccc2cc1O	34*	-4	-6	1	-8	3	-2	-1	5
CCOC(=O)N1CCN(c2ccc([N+](=O)[O-])cc2F)CC1C (centres undefined)	-1	0	2	10	-4	1	2	-1	2
CCOC(=O)CC(=O)CSc1nc(C)cc(-c2cccnc2)c1C#N	3	-5	13	9	5	-1	-1	-5	-3
COc1ccc(OC)c(Nc2cc(C)nc3ccc(C)cc23)c1	0	0	-4	1	-1	3	3	-4	-3

(further entries)
SMILES	pPAFAH FP inh	PAFAH2 FP inh	GSTO1 inh	PAFAH1B3 FP inh	LYPLA1 inh	PAFAH1B2 inh	PME-1 primary	PAD4 FP inh	Fam108B inh
C/C(N)=C(/C#N)C(=O)CSc1nnc(Cc2ccccc2F)n1N	8	-6&-1	8	10&4	-1	0&-2	-11	-5	2
COc1ccc(CN(C)C(=O)CCN(c2ccccc2)S(=O)(=O)c2ccc(C)cc2)c(OC)c1	3	8	19	9	2	3	-3	-1	1
Cc1ccc(CC(=O)NCCS(=O)c2ccc(Cl)cc2)cc1 (centres undefined)	5	-7	12	1	5	1	2	-4	2
Cc1cc(C(=O)CN2C(=O)NC(CC(C)C)C2=O)c(C)n1-c1ccccc1F (centres undefined)	9	-4	-6	9	-3	-2	7	2	-2
CCC(C)N(C(=O)COC(=O)Cc1n[nH]c(=O)c2ccccc12)C1CCS(=O)(=O)C1 (centres undefined)	3	7	0	9	-1	1	3	-1	2
COc1ccc(S(=O)(=O)NCCc2ccc(F)cc2)cc1	5	4	5	0	-1	13	3	-4	-5
Cc1ccc(-c2csc(NC(=O)CCNC(=O)c3ccc(Cl)cc3)n2)cc1	-10	5	-13	4	-1	1	-12	-13	-4
O=C(OCc1cc([N+](=O)[O-])cc2c1OCOC2)c1ccccn1	4	6	1	5	4	9	-2	1	2
Clc1cccc(OCCN2CCCC2)c1	0	-8	5	4	0	-2	-4	2	3
CCOC(=O)Cn1cc(/C=C(\C#N)C(=O)N2CCOCC2)c2ccccc21	5	7	-3	0	-2	-1	-5	1	0
O=C(NCc1n[nH]c(=S)n1-c1cccc(C(F)(F)F)c1)c1ccco1	-2	-1	5	11	0	7	-7	-6	-5
CC(C#N)Sc1nnc(Nc2ccccc2)s1 (centres undefined)	-2	4	10	3	1	2	2	3	-1
CC(=O)N[C@@H](C)c1nc2ccccc2n1CCCN1CCN(c2nc(-c3ccc(C)cc3)cs2)CC1	2	8	8	2	-3	4	1	-10	3
O=Cc1ccc2noc(-c3ccc(F)cc3)c2c1	4	2	5	6	2	5	-7	-3	-4
COC(=O)c1cc2ccccc2c(-c2c(O)ccc3ccccc23)c1O	5	-15	0	-1	-5	-1	-4	1	1
CCOc1ccc(OCCC(=O)OCC(=O)Nc2ccc(N3CCOCC3)cc2)cc1	35*	-15	14	11	3	-7	3	4	6

A portion of the library; count on the stated rates, not on these rows.
